FXIIa inh = inhibitors of human coagulation factor XIIa; P00748; purified FXIIa, Boc-QGR-AMC fluorogenic substrate, 2 h; inhibition, % at 5 µM; hit rate 0.3% among 220,000; in the data active = inhibition above about 40%;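 note: 0% = enzyme with no compound and 100% = blank without enzyme; many of its hits are not listed in these tables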
zVAD death inh = blocks zVAD induced death of L929 cells; viability rescue, % at 10 µM; AID 1377; L929 zVAD necroptosis rescue, ATP luminescence, 24 h; with zVAD 60 µM; hit rate 0.38% among 220,000;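 active = activation, scaled between plate controls, above about 75%, limit read from the data; inactive = activation under that limit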;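 note: 0% = zVAD with DMSO and 100% = DMSO alone without zVAD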
TNF death inh = inhibitors of TNF-alpha induced necroptosis in Jurkat FADD-/- cells. Jurkat FADD-/- TNF necroptosis rescue, ATP luminescence, 24 h; 0 = TNF only, 100 = no-TNF cells. AID 463075. activation (protection from cell death), % at 10 µM. hit rate 0.068% among 220,000;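 active = activation, meaning protection from cell death, of at least 50% relative to plate controls; inactive = activation below 50%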;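 note: necroptosis triggered by 40 ng/mL TNF-alpha added together with compound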
Hck-Nef inh = human Hck-Nef kinase inhibition; Recombinant Hck-YEEI plus Nef, Z-Lyte FRET kinase assay; inhibition, % at 20 µM; hit rate 0.68% among 220,000;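 active = Hck-Nef kinase inhibition above about 50%, limit read from the data; inactive = inhibition below that limit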;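 note: 0% = DMSO with Hck plus Nef and 100% = Hck alone without Nef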
KLK5 inh = inhibitors of human kallikrein 5; recombinant hK5, fluorogenic AMC substrate cleavage; inhibition, % at 5 µM; AID 873; hit rate 0.59% among 210,000;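 active = inhibition of 40% or more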;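 note: 0% = enzyme controls without compound and 100% = no-enzyme blanks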
Target sequence (Q9Y337 67-293 limits assumed): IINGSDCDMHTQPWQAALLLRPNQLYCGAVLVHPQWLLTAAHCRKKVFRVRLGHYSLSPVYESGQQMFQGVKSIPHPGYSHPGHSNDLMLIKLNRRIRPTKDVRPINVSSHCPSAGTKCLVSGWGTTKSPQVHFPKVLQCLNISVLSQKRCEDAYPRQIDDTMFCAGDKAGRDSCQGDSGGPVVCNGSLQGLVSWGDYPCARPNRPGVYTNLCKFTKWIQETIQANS
Thrombin inh = inhibitors of human thrombin; inhibition, % at 5 µM; hit rate 0.26% among 220,000; AID 1046; alpha-thrombin, Boc-VPR-AMC fluorogenic substrate cleavage; P00734;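 active = inhibition at or above 40%; inactive = inhibition below 40%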;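 note: 0% = enzyme with no compound and 100% = wells without enzyme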
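Material: human alpha-thrombin protein; Also added: Boc-VPR-AMC substrate, 15 µM final; Timing: enzyme reaction carried out at room temperature; Signal: fluorescence, ex 355 nm, em 460 nm; Measure: % inhibition of thrombin; Controls: enzyme without compound as high, wells lacking enzyme as low.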
FXIa inh = factor XIa (human) inhibition; P03951; purified FXIa, Boc-Glu-Ala-Arg-AMC fluorogenic substrate; inhibition, % at 5 µM; hit rate 0.14% among 220,000; AID 798;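 active = inhibition of at least 40%; inactive = inhibition below 40%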;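 note: fluorescence of freed AMC excited at 355 nm; 0% = enzyme without compound and 100% = no enzyme blank; many of its hits are not listed in these tables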
Target sequence (P03951 19-387 limits assumed): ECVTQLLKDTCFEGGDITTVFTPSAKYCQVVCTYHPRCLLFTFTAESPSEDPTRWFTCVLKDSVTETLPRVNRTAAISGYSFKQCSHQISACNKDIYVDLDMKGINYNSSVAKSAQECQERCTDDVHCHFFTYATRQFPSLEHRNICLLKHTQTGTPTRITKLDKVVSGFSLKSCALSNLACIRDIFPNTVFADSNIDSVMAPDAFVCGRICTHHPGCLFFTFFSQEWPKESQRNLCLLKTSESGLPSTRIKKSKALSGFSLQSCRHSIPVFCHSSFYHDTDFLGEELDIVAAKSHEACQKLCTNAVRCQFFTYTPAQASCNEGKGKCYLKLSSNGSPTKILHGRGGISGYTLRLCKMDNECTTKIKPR
Target sequence (P03951 388-625 limits assumed): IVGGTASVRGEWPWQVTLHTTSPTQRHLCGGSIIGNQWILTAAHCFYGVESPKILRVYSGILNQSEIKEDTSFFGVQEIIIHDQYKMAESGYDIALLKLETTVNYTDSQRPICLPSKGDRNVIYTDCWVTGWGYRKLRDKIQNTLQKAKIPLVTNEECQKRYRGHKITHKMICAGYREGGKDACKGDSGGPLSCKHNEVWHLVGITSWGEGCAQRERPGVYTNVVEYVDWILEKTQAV
Rad51 HR inh = Rad51 (human) homologous recombination inhibition | Q06609 | hRad51 DNA strand exchange, fluorescence dequenching | inhibition, % at 10 µM | hit rate 0.085% among 200,000 | AID 1385;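 active = inhibition above 40% at the single screening dose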;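 note: 0% = DMSO control wells and 100% = blanks with heterologous ssDNA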
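Material: Human Rad51 nucleoprotein filaments preassembled on unlabelled ssDNA | Also added: Labelled 47-mer dsDNA for strand exchange | Dosing: Single dose, 10 µM final compound | Schedule: 30-min compound preincubation and 15-min exchange, both room temperature | Technique: Fluorescence dequenching at 485/520 nm | Measure: Percent inhibition relative to plate controls and blanks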
Cl transport mod = modulators of human KCC2 chloride dependent transport | Q9H2X9 | KCC2 cells, thallium flux FluoZin-2 fluorescence | B-score of Tl+ flux slope (higher = more flux/activation; lower = inhibition) at 10 µM | hit rate 2.2% among 190,000 | AID 1456;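 active = thallium flux slope and its plate-corrected score both differing from the plate sample mean at a set confidence after two filtering rounds, in either direction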;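 note: slope of fluorescence scaled to starting intensity during 10 to 20 s after thallium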
* hit, by the source's call.

Screening Cc1ccc(C(=O)COC(=O)c2ccc(-c3cnc4ccccc4n3)cc2)cc1C returned FXIIa inh 8, zVAD death inh 49, TNF death inh -1.5, Hck-Nef inh 1, KLK5 inh 12, Thrombin inh 23, FXIa inh 1, Rad51 HR inh -1 and Cl transport mod 0.0026.
For CC(C)N1CCC(N2CCN(CCCc3ccccc3)CC2CCO)CC1 (stereo not drawn) the results were FXIIa inh 5, zVAD death inh -0.8, TNF death inh 2.4, Hck-Nef inh 21, KLK5 inh -6, Thrombin inh -13, FXIa inh -5, Rad51 HR inh -2 and Cl transport mod 0.015.
Screening Cc1ccc(S(=O)(=O)N2C(=O)/C(=C3\SC(=S)NC3=O)c3ccccc32)cc1 returned FXIIa inh 25, zVAD death inh 0.7, TNF death inh -2.0, Hck-Nef inh 29, KLK5 inh 12, Thrombin inh 2, FXIa inh 12, Rad51 HR inh 27 and Cl transport mod 0.32.
Screening Cc1nn(C)c(C(=O)Nc2ccc(Cl)c([N+](=O)[O-])c2)c1Cl returned FXIIa inh 2, zVAD death inh 1.5, TNF death inh 2.0, Hck-Nef inh 2, KLK5 inh -14, Thrombin inh -7, FXIa inh 0, Rad51 HR inh -13 and Cl transport mod 0.045.
`Nc1nnnn1CC(=O)N/N=C/c1ccc(-c2cccc(Cl)c2)o1` gave FXIIa inh 13, zVAD death inh 2.4, TNF death inh -0.3, Hck-Nef inh 34, KLK5 inh 4, Thrombin inh 2, FXIa inh 1, Rad51 HR inh -10 and Cl transport mod -0.38.
CCn1c(=O)c([N+](=O)[O-])c(NCc2ccco2)c2ccccc21 was read as FXIIa inh -1, zVAD death inh -0.5, TNF death inh 1.8, Hck-Nef inh -12, KLK5 inh -4, Thrombin inh -12, FXIa inh -5 and Cl transport mod 0.23.
Cc1cc(C)c(OCC(=O)Nc2ccc3c(c2)OCO3)cc1C was read as FXIIa inh 11, zVAD death inh -0.3, TNF death inh -0.6, Hck-Nef inh -1, KLK5 inh 13, Thrombin inh -2, FXIa inh -1, Rad51 HR inh -6 and Cl transport mod 0.1.
`CCN(CC)CCCN(C(=O)Cn1nnc(-c2ccc(OC)c(OC)c2)n1)C(C(=O)NC(C)(C)C)c1ccc(F)cc1` (stereo not drawn) gave FXIIa inh 0, zVAD death inh -0.7, TNF death inh 0.7, Hck-Nef inh 0, KLK5 inh -11, Thrombin inh -2, FXIa inh -5, Rad51 HR inh -11 and Cl transport mod -0.14.
`CC(C)Oc1ccc2ccccc2c1C=O` gave FXIIa inh 8, zVAD death inh -0.1, TNF death inh -2.9, Hck-Nef inh 0, KLK5 inh -21, Thrombin inh -6, FXIa inh 3 and Cl transport mod 0.83.
Screening COc1cccc(C(Nc2ccccn2)c2oc(CO)cc(=O)c2O)c1 (stereo not drawn) returned FXIIa inh 5, zVAD death inh 0.9, TNF death inh 0.4, Hck-Nef inh -8, KLK5 inh -15, Thrombin inh 7, FXIa inh -3, Rad51 HR inh 14 and Cl transport mod -0.75.
`COC(=O)c1cn(C)c2ccc(S(=O)(=O)N3CCCC3)cc2c1=O` gave FXIIa inh 8, zVAD death inh 0.8, TNF death inh 0.9, Hck-Nef inh 1, KLK5 inh -4, Thrombin inh 4, FXIa inh 7, Rad51 HR inh -1 and Cl transport mod 0.58.
Screening COc1ccc(NC(=O)Nc2cnccn2)cc1 returned FXIIa inh 5, zVAD death inh 2.0, TNF death inh 1.3, Hck-Nef inh 17, KLK5 inh 0, Thrombin inh -5, FXIa inh 23 and Cl transport mod -1.6.
Screening Fc1cc(F)cc(NC(=S)N2CCN(c3ncccn3)CC2)c1 returned FXIIa inh 6, zVAD death inh -0.6, TNF death inh -0.7, Hck-Nef inh 6, KLK5 inh -18, Thrombin inh 1, FXIa inh -5, Rad51 HR inh 1 and Cl transport mod 0.8.
Cc1cc(C)n(-c2nc3c(c(=O)[nH]c(=O)n3C)n2CC(O)COc2ccccc2)n1 (stereo not drawn) was read as FXIIa inh 3, zVAD death inh 0.7, TNF death inh -1.2, Hck-Nef inh 1, KLK5 inh -7, Thrombin inh -3, FXIa inh -6 and Rad51 HR inh 3.
For CC1CN(S(=O)(=O)c2cccc(C(=O)OCc3cc(=O)oc4cc(O)ccc34)c2)CC(C)O1 (stereo not drawn) the results were FXIIa inh -9, zVAD death inh -0.2, TNF death inh -3.8, Hck-Nef inh 3, KLK5 inh -74, Thrombin inh 2, FXIa inh -7 and Rad51 HR inh -3.

Molecules from the list above that contain a nitro group on carbon, in the order listed:
Screening Cc1nn(C)c(C(=O)Nc2ccc(Cl)c([N+](=O)[O-])c2)c1Cl returned FXIIa inh 2, zVAD death inh 1.5, TNF death inh 2.0, Hck-Nef inh 2, KLK5 inh -14, Thrombin inh -7, FXIa inh 0, Rad51 HR inh -13 and Cl transport mod 0.045.
CCn1c(=O)c([N+](=O)[O-])c(NCc2ccco2)c2ccccc21 was read as FXIIa inh -1, zVAD death inh -0.5, TNF death inh 1.8, Hck-Nef inh -12, KLK5 inh -4, Thrombin inh -12, FXIa inh -5 and Cl transport mod 0.23.

(cont.)
CC(NC(=S)Nc1ccc(Cl)cc1)C(c1ccccc1)N1CCOCC1 (stereo not drawn) was read as FXIIa inh 11, zVAD death inh -1.0, TNF death inh 1.6, Hck-Nef inh 3, KLK5 inh -13, Thrombin inh 0, FXIa inh 7 and Cl transport mod 0.27.
O=C(CSc1nc2cc3c(cc2c(=O)n1CCC1=CCCCC1)OCO3)NCc1ccco1 was read as FXIIa inh 20, zVAD death inh 0.2, TNF death inh -1.4, Hck-Nef inh 1, KLK5 inh 25, Thrombin inh 26, FXIa inh 13 and Cl transport mod 0.11.
COc1ccccc1CN1C(=O)c2ccccc2C1C(=O)NC1CCC(C)CC1 (stereo not drawn) was read as FXIIa inh 4, zVAD death inh 1.0, TNF death inh 1.3, Hck-Nef inh 18, KLK5 inh -4, FXIa inh -3, Rad51 HR inh 2 and Cl transport mod -0.66.
Cc1nc(C(=O)N(C)C)nn1-c1ccc([N+](=O)[O-])cc1 was read as FXIIa inh 6, zVAD death inh 1.0, TNF death inh 0.3, Hck-Nef inh -6, KLK5 inh -2, Thrombin inh 2, FXIa inh -1, Rad51 HR inh 30 and Cl transport mod -0.64.
For CN(/C(=N\S(=O)(=O)c1ccccc1)c1ccccc1)c1ccc(O)cc1 the results were FXIIa inh 8, zVAD death inh -0.2, TNF death inh -0.7, Hck-Nef inh 25, KLK5 inh -5, Thrombin inh 3, FXIa inh 0, Rad51 HR inh -11 and Cl transport mod -0.6.
O=C(O)c1ccccc1C(=O)N(Cc1ccccc1)Cc1ccccc1 was read as FXIIa inh 10, zVAD death inh 0.3, TNF death inh 1.5, Hck-Nef inh -1, KLK5 inh -13, Thrombin inh 4, FXIa inh -6 and Rad51 HR inh 1.
Screening C/C(CCN1CCc2nc(-c3ccccc3)c(-c3ccccc3)cc2C1)=N\O[C@H](C)c1cn([C@H](CO)Cc2ccccc2)nn1 returned FXIIa inh 5, zVAD death inh -0.2, TNF death inh 1.3, Hck-Nef inh 1, KLK5 inh 6, Thrombin inh 0, FXIa inh 1 and Cl transport mod -0.61.
`Clc1ccc(CN2C3=NCCCN3c3ccccc32)cc1Cl` gave FXIIa inh 3, zVAD death inh -0.3, TNF death inh 7.6, Hck-Nef inh 13, KLK5 inh -3, Thrombin inh -2, FXIa inh -4 and Cl transport mod -1.8.
Screening COC(=O)/C(=C/Nc1ccc(O)cc1)[N+](=O)[O-] returned FXIIa inh 13, zVAD death inh 1.5, TNF death inh -7.8, Hck-Nef inh 2, KLK5 inh 14, Thrombin inh 0, FXIa inh -2 and Rad51 HR inh 1.
Screening COc1ccc(OC)c(/C=C/C(=O)OCC(=O)Nc2ccc3c(c2)OCCO3)c1 returned FXIIa inh -4, zVAD death inh 1.1, TNF death inh -1.4, Hck-Nef inh 4, KLK5 inh -20, Thrombin inh -5, FXIa inh -1, Rad51 HR inh 0 and Cl transport mod 1.1.
For Cc1cc(C)n(-c2ccc(C(=O)Oc3ccc4c(c3)OCO4)cc2)n1 the results were FXIIa inh 0, zVAD death inh -0.3, TNF death inh -0.9, Hck-Nef inh 3, KLK5 inh -8, Thrombin inh -2, FXIa inh -5, Rad51 HR inh -1 and Cl transport mod 0.12.
`c1ccc(Oc2cccc(CN3CCCCC3)c2)cc1` gave FXIIa inh 6, zVAD death inh 1.6, TNF death inh 1.0, Hck-Nef inh 7, KLK5 inh -18, Thrombin inh -1, FXIa inh 2, Rad51 HR inh -12 and Cl transport mod -0.098.
For CC(NS(=O)(=O)c1ccc(F)cc1)C(c1cccs1)N1CCN(C)CC1 (stereo not drawn) the results were FXIIa inh 8, zVAD death inh 0.4, TNF death inh 1.1, Hck-Nef inh 18, KLK5 inh -14, Thrombin inh -4, FXIa inh -2, Rad51 HR inh -4 and Cl transport mod -0.037.
For CCOC(=O)C1=C(N)OC2=C(C(=O)CCC2)C1c1cccs1 (stereo not drawn) the results were FXIIa inh 7, zVAD death inh 1.9, TNF death inh -3.6, Hck-Nef inh 5, KLK5 inh 1, Thrombin inh 1, FXIa inh 4, Rad51 HR inh 0 and Cl transport mod -0.18.
CC(C)c1cc(C(=O)O)n[nH]1 was read as FXIIa inh 2, zVAD death inh -0.5, TNF death inh 1.3, Hck-Nef inh 0, KLK5 inh 1, Thrombin inh -6, FXIa inh -6, Rad51 HR inh 4 and Cl transport mod -0.0016.
For Cc1ccccc1NC(=O)/C(=C\c1cccs1)NC(=O)c1ccccc1 the results were FXIIa inh 11, zVAD death inh -0.1, TNF death inh -3.5, Hck-Nef inh 1, KLK5 inh 3, Thrombin inh 1, FXIa inh -6, Rad51 HR inh -4 and Cl transport mod -0.47.
Screening CCC(=O)Nc1nc(OC)cc(OC)n1 returned FXIIa inh 10, zVAD death inh 0.8, TNF death inh -1.4, Hck-Nef inh 0, KLK5 inh -11, Thrombin inh -6, FXIa inh 1, Rad51 HR inh 10 and Cl transport mod 1.2.
Screening CC12CCC(C(=O)N(c3ccccc3Cl)C1=O)C2(C)C (stereo not drawn) returned FXIIa inh 3, zVAD death inh 1.3, TNF death inh 0.9, Hck-Nef inh 2, KLK5 inh -20, Thrombin inh -4, FXIa inh 1, Rad51 HR inh -3 and Cl transport mod 1.

Grouped by structure, those above containing an NH in an aromatic ring (two)
Cc1cc(C)n(-c2nc3c(c(=O)[nH]c(=O)n3C)n2CC(O)COc2ccccc2)n1 (stereo not drawn) was read as FXIIa inh 3, zVAD death inh 0.7, TNF death inh -1.2, Hck-Nef inh 1, KLK5 inh -7, Thrombin inh -3, FXIa inh -6 and Rad51 HR inh 3.
CC(C)c1cc(C(=O)O)n[nH]1 was read as FXIIa inh 2, zVAD death inh -0.5, TNF death inh 1.3, Hck-Nef inh 0, KLK5 inh 1, Thrombin inh -6, FXIa inh -6, Rad51 HR inh 4 and Cl transport mod -0.0016.

Assay outcomes (PubChem BioAssay)

These rows are one share of the data; the hit share may differ from the screen's.
